Compound activity: PubChem, Emory University Molecular Libraries Screening Center
14-3-3g Raf: modulators of human 14-3-3 gamma - Raf peptide interaction | P61981 | FP, 14-3-3gamma / TMR-pS259-Raf peptide binding | inhibition, % at 40 µM | actives 0.19% (n = 160,000) | AID 422; in the data active means inhibition above about 30%;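 further: 0% = protein plus tracer without compound and 100% = blank with tracer alone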
Target sequence (P61981 whole entry, looked up): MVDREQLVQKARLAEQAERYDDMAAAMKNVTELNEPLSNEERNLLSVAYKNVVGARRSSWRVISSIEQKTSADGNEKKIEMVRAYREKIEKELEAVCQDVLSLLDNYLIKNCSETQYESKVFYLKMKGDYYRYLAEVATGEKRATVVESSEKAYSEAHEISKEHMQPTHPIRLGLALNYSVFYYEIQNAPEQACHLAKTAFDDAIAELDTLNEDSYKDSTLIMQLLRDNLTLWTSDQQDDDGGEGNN
An asterisk follows results filed as active; & = joins results of further samples. Not all compounds are listed; count on the stated rates, not on these rows.

structure	14-3-3g Raf
CCOC(=O)CCP(=O)(O)C(O)c1ccc(OC)cc1 (centres undefined)	-4
Cc1cccc(Cn2cnc3c(nnn3Cc3ccc(Cl)cc3)c2=O)c1	-7
Cc1onc(-c2ccccc2Cl)c1C(=O)Nc1ccc(Oc2ccccc2)cc1	-1
Cc1cccn2c(=O)c3cc(C(=O)NCCc4ccccc4)c(=N)n(CC4CCCO4)c3nc12 (centres undefined)	-6
O=C(Cn1cnc2ccccc2c1=O)NCCC(=O)N1CCCC1	6
Fc1ccc(C2CC(c3ccc(F)cc3)n3ncnc3N2)cc1 (centres undefined)	-6
Cc1cc(N2CCC(C(=O)NCC3CC3)CC2)nc(-c2ccccc2)n1	-1
CC(C)[C@H](NC(=O)C1(c2ccccc2)CCN(C(=O)OC(C)(C)C)CC1)C(=O)O	7
CN(C)c1ccc(/C=C/c2ccncc2)cc1	-52
Oc1c(I)cc2oc3c(c2c1CNc1ccc(Br)cc1)CCCC3	-6
O=C(CSc1ncn(-c2ccccc2)n1)Nc1nc2c(s1)CCCC2	-33
CCN(CC)S(=O)(=O)c1cc(C)c(C)cc1Br	4
COc1ccc(N2C(=O)CC(Sc3nc4ccccc4s3)C2=O)cc1 (centres undefined)	-9
CCOC(=O)C1C(=O)C=C(c2ccc(OC)c(OC)c2)CC1c1ccccc1F (centres undefined)	-12
Cc1onc(-c2ccccc2)c1C(=O)N1CCN(C(=O)c2ccco2)CC1	-7

A different layout for some results above.
> CN(C)c1ccc(/C=C/c2ccncc2)cc1
- 14-3-3g Raf: -52
> Oc1c(I)cc2oc3c(c2c1CNc1ccc(Br)cc1)CCCC3
- 14-3-3g Raf: -6
> O=C(CSc1ncn(-c2ccccc2)n1)Nc1nc2c(s1)CCCC2
- 14-3-3g Raf: -33
> CCN(CC)S(=O)(=O)c1cc(C)c(C)cc1Br
- 14-3-3g Raf: 4

Pulled by compound from above (2):
structure	14-3-3g Raf
Cc1onc(-c2ccccc2)c1C(=O)N1CCN(C(=O)c2ccco2)CC1	-7
Cc1cccn2c(=O)c3cc(C(=O)NCCc4ccccc4)c(=N)n(CC4CCCO4)c3nc12 (centres undefined)	-6

New compounds follow.
structure	14-3-3g Raf
COc1ccc(S(=O)(=O)N2CCC(C(=O)NCc3cccc(OC)c3)CC2)cc1	-4
CC(C)(CNC(=O)C1CCCC1)CNC(=O)C1CCCC1	-4
COc1cc(C2Nc3ccc4ncccc4c3C3=C2C(=O)CC(C)(C)C3)ccc1OC(C)=O (centres undefined)	-9
CCCS(=O)(=O)c1c(S(=O)(=O)CCC)c2ccccn2c1C(N)=O	0
CCc1cccc(CC)c1NC(=O)CN1C(=O)C2C3CCC(C3)C2C1=O (centres undefined)	5
O=C(Cn1cc(C(=O)C(F)(F)F)c2cc(Br)ccc21)N1CCCCC1	8
O=C(Cn1cnc2c(nnn2-c2ccc(F)cc2)c1=O)NCC1CCCO1 (centres undefined)	2
O=C1CN(C(=O)c2cc3ccccc3oc2=O)c2ccccc2N1	5
Cc1ccc(OCCC(=O)OCC(=O)C(C)(C)C)cc1	-4
Cc1csc(NC(=O)CSc2nnc(-c3ccoc3C)n2CCc2ccccc2)n1	1
Cc1ccc(-n2nc(C)c(S(=O)(=O)c3ccccc3)c2OC(=O)c2ccc3c(c2)OCO3)c(C)c1	0
CC1CC(C)CN(C(=O)c2ccc3c(=O)n(CCCN4CCCC4=O)c(=S)[nH]c3c2)C1 (centres undefined)	-1
CC1=NN(C(=O)c2ccccc2O)C(O)(c2cccnc2)C1 (centres undefined)	-6
CN(Cc1ccccc1)Cc1c(O)ccc2c(=O)c(-c3ccccc3)c(C(F)(F)F)oc12	0
Cc1cc(Br)c2c(c1)C(O)(N1CCCCCC1)C(=O)N2 (centres undefined)	0

Look-ups from above:
Value of COc1cc(C2Nc3ccc4ncccc4c3C3=C2C(=O)CC(C)(C)C3)ccc1OC(C)=O (centres undefined) under 14-3-3g Raf: -9
Value of Cc1ccc(-n2nc(C)c(S(=O)(=O)c3ccccc3)c2OC(=O)c2ccc3c(c2)OCO3)c(C)c1 under 14-3-3g Raf: 0
Value of Cc1csc(NC(=O)CSc2nnc(-c3ccoc3C)n2CCc2ccccc2)n1 under 14-3-3g Raf: 1
Value of Cc1onc(-c2ccccc2Cl)c1C(=O)Nc1ccc(Oc2ccccc2)cc1 under 14-3-3g Raf: -1

Continuation:
structure	14-3-3g Raf
O=C1OC(Nc2nc(-c3cccc(Br)c3)cs2)c2ccccc21 (centres undefined)	-7
CCN(CC)CCCn1c(=S)[nH]c2cc(C(=O)OC)ccc2c1=O	-15
O=[N+]([O-])c1cccc(NCc2cccs2)c1	0
CCOC(=O)C1=C(C)NC(=O)NC1c1ccc(OCC(=O)N2CCCCC2)cc1 (centres undefined)	-7
O=C(C1CCC(N2C(=O)C3CC=CCC3C2=O)CC1)N1CCCCC1 (centres undefined)	2
COCCCn1c(=S)[nH]c2ncccc2c1=O	1
O=C(CCCCCCN1C(=O)c2ccccc2C1=O)N1CCCCCC1	-19
Cc1cccc2cc(COC(=O)C3CCCO3)c(=O)[nH]c12 (centres undefined)	-7
COc1cc(C2NC(=O)c3c(sc4c3CCN(C)C4)N2)ccc1OC(=O)c1cccs1 (centres undefined)	-87
O=C(Nc1ccc(Oc2ccccc2)cc1)C1CCN(C(=O)c2ccc(F)cc2)CC1	0
COC(=O)c1cc2c(ccn2-c2ccc(F)cc2)n1CC(=O)N1CCN(C(=O)c2ccco2)CC1	0
COC(=O)C(O)(c1ccc(O)c(Br)c1)C(F)(F)F (centres undefined)	-4
COc1ccc(C2N(C(=O)N3CCOCC3)CCN2S(=O)(=O)c2ccc(C)cc2)cc1 (centres undefined)	1
COC(=O)CNC(=O)C(C)(C)Oc1ccc(Cl)cc1	-1
COc1ccc(C2C(C(=O)OCc3ccccc3)=C(C)NC3=C2C(=O)CCC3)c(OC)c1 (centres undefined)	3
CNCCCC12CCC(c3ccccc31)c1ccccc12	-9&-9
COC(=O)c1ccc(N2C(=O)C3ON(c4ccccc4C)C(c4ccc(F)cc4)C3C2=O)cc1 (centres undefined)	1
CN(C)c1ccc(C2N(C(=O)N3CCOCC3)CCN2S(=O)(=O)c2ccccc2)cc1 (centres undefined)	-11&-12
CC1CCCN(S(=O)(=O)c2ccc3[nH]c(=O)cc(C(=O)NCCC4=CCCCC4)c3c2)C1 (centres undefined)	1
CCc1ccc(C2CC(=O)Nc3c2cc(Br)c2ccccc32)cc1 (centres undefined)	-1
O=c1c2sc(=S)n(Cc3ccco3)c2nc(SCc2cc(=O)n3ccccc3n2)n1-c1ccc(F)cc1	-99
CC(OC(=O)C1CCCO1)C(=O)NC1CCCC1 (centres undefined)	-5
CC(=O)N1CCc2cc(S(=O)(=O)NC(Cc3ccccc3)C(=O)Nc3cc(C)ccn3)ccc21 (centres undefined)	-11
Cn1cccc1CN1CCN(C(=O)c2ccc(F)cc2)CC1	-10
CC(=O)Oc1cncc(C(=O)O)c1	4
Cc1ccc2c(C)c(C(=O)Nc3c(C)n(C)n(-c4ccccc4)c3=O)oc2c1	-5
Cn1c(=O)c2c(nc(SCC(=O)NCCc3ccccc3)n2Cc2ccccc2Cl)n(C)c1=O	-1
COc1ccc(C(=O)C2C(c3ccc(C(C)(C)C)cc3)NC(=O)NC2(O)C(F)(F)F)cc1 (centres undefined)	-6
CC1=C(C(=O)OCC(C)C)C(c2ccccc2Br)NC(=O)N1 (centres undefined)	2
CCCCOC(=O)c1ccc(NC(C)=O)cc1	0
Cc1nc2c3c(-c4ccccc4)c(-c4ccccc4)oc3ncn2n1	1
O=C(O)c1cc2cc(Cc3cccnc3)ccc2o1	-2
COC(=O)C(CC(C)C)NC(=O)c1ccc2c(c1)OCO2 (centres undefined)	-1
Cc1ccc(S(=O)(=O)N2CCC(C(=O)N3CCC(C(=O)NC(C)c4ccccc4)CC3)CC2)cc1 (centres undefined)	-3
CCOc1ccc2cc(C3CC(c4ccc(Br)cc4)=NN3C(=O)CC)c(=O)[nH]c2c1 (centres undefined)	-4
CC(=O)N1N=C(C)CC1(O)c1cccnc1 (centres undefined)	3
CCOC(=O)c1c(NC(=O)CSc2nccn2C)sc2c1CCCC2	-17
O=C(Nc1cc(N=Cc2cc(Cl)ccc2O)ccc1Cl)c1ccccc1	-5
CCOc1ccc(-c2n[nH]c(C)c2-c2ccccc2OC)c(O)c1	-9
O=S(=O)(Nc1ccccc1)c1ccc2oc3ccc(S(=O)(=O)Nc4ccccc4)cc3c2c1	-1
CCOCCCn1c(=N)c(C(=O)NC)cc2c(=O)n3cccc(C)c3nc21	1
O=C1CSC(c2cccc(C(F)(F)F)c2)N1c1ccc(I)cc1 (centres undefined)	-6
CC(C)CC(=O)N1CCN(S(=O)(=O)c2ccc(Cl)cc2)CC1	0
O=C(NCCCN1CCN(c2ccccc2F)CC1)C1CCCN(S(=O)(=O)c2cnc[nH]2)C1 (centres undefined)	1
Cc1ccc2nc(CCl)[n+]([O-])c(-c3ccccc3)c2c1	-4
CC1Cc2ccccc2N1C(=O)CCn1c(=O)sc2ccccc21 (centres undefined)	2
CCOC(=O)c1c[nH]c2c(OCC)cccc2c1=O	-2
Cc1coc2cc3oc(=O)c4c(c3cc12)CCC4	2
CC(C)(C)c1csc(NC(=O)c2cccs2)n1	-6
O=C1C2CC=CCC2C(=O)N1c1n[nH]c(Cc2ccccc2)n1 (centres undefined)	-6
CCOC(=O)/C=C1\CC(=O)Nc2nonc2N1	0
COc1ccc(Cc2nc(-c3ccc(NC(=O)c4cccnc4)cc3)no2)cc1	-7
CCOC(=O)c1[nH]c2ccc(OCC)cc2c1NC(=O)CN1CCCC(C)C1 (centres undefined)	-1
CCCN(C(=O)CCc1nc(-c2ccc(OC)cc2)no1)c1ccccc1C	4
COc1cc(CNCc2ccncc2)cc(OC)c1OC	-3
Cc1cc(NC(=O)CSc2nnc3c(C)cc4cc5c(cc4n23)OCO5)no1	1
CCCCCNc1nc(=S)[nH]c2ccccc12	-9
CCCn1c(=O)c(C(=O)Nc2c(C)n(C)n(-c3ccccc3)c2=O)c(O)c2ccccc21	-8
Cn1nccc1C(=O)OCC(=O)Nc1nc(-c2ccccc2)cs1	-9
COc1ccc(NC(=O)CSc2cc(C)c3ccccc3n2)cc1	-4

(listing goes on)
structure	14-3-3g Raf
CC(C)CNS(=O)(=O)c1ccc(CCC(=O)N2CCN(Cc3ccc4c(c3)OCO4)CC2)cc1	2
O=C(C1CCC(Cn2c(=O)[nH]c3ccccc3c2=O)CC1)N1CCN(Cc2ccccc2)CC1 (centres undefined)	-3
COc1ccc(C(=O)NCCN2CCOCC2)cc1OC	6
CCCCN(C)C(=O)Cn1cnc2sc(C)cc2c1=O	-4&3
CCCCNC(=O)CN1N=C(c2ccccc2)CCC1=O	0
Cc1ccc(Cn2c(N=Cc3ccc(N(C)C)cc3)nc3ccccc32)cc1	0
Cc1ccc(-c2nc(C#N)c(N3CCCCC3)o2)cc1	5&-6
CCOc1ccc(-n2c(SCC(=O)Nc3ccc4c(c3)OCCO4)nc3c(c2=O)SCC3)cc1	-25
O=C(c1cnccn1)N(Cc1cccs1)C1(C(=O)NC2CCCC2)CCCCC1	-8
COc1ccc(S(=O)(=O)N2CCCC(C(F)(F)F)C2)cc1 (centres undefined)	0
Oc1ccc(Nc2nc(-c3ccc(Cl)cc3)nc3ccccc23)cc1	-10
O=C(CSc1nnc(-c2ccc(Cl)s2)o1)N1CCc2ccccc21	-8
CC(C)(CC(=O)OCc1cccc(F)c1)CC1=NS(=O)(=O)c2ccccc2N1	7
O=C(NCCc1ccccc1)c1c[nH]c2ccc(S(=O)(=O)Nc3ccccc3F)cc2c1=O	-7
Nc1ccc(C(=O)OCCCc2nc3ccc(N)cc3[nH]2)cc1	0
O=[N+]([O-])c1cccc(Nc2nc(-c3cccs3)cs2)c1	-2
CCOc1ccc(CC(=O)Nc2sc3c(c2C#N)CCCC3)cc1OCC	-1
NC(=O)C1CCN(C(=O)c2cccn3c(=O)c4ccccc4nc23)CC1	-11
COc1ccccc1Cc1nnnn1CC(=O)O	-4
O=C(NCC(=O)N(CCc1ccccc1)C(C(=O)NC1CCCC1)c1cccnc1)c1ccco1 (centres undefined)	-10
Cc1ccc(-c2nc(N3CCc4ccccc4C3)c3ccccc3n2)cc1	0
c1ccc(-c2ccc(CN3CCN(c4ncccn4)CC3)cc2)cc1	-5
O=C(Nc1ccc(F)cc1F)c1cc2ncc(Br)cn2n1	-2
CC(=O)c1cc(F)c(N2CCN(C(=O)c3cccs3)CC2)cc1C	-8
Cc1ccc(C(C)C)c(OCC(O)CN2CCC(C)CC2)c1 (centres undefined)	8
O=C1c2ccccc2C(=O)N1CC1c2ccccc2CCN1C(=O)N1CCOCC1 (centres undefined)	-1
O=C(NCCN1C(=O)C2C3C=CC(C3)C2C1=O)Nc1ccccc1 (centres undefined)	-6
CCCSc1nc2ccccc2n1CC(=O)O	4
Cc1c(Cl)cccc1-c1ccc(C(=O)Nc2cccc([N+](=O)[O-])c2)o1	0
COCc1cc(C)nc2sc(C(=O)Nc3nccs3)c(N)c12	1
COc1ccccc1N1CCN(C(=O)c2sc3nc(-c4ccccc4)cn3c2C)CC1	-3
O=C(CCc1ccccc1)Nc1nc2nc(-c3ccccc3)cc(=O)n2[nH]1	-10
CCCc1cc(N2CCOCC2)n2c(nc3ccccc32)c1C#N	-121
Clc1cccc(-n2cc(-c3ccccc3)c3c(NC4CCCC4)ncnc32)c1	-2
CC(C)C1N=C2c3ccccc3N=C(SCC#N)N2C1=O (centres undefined)	4&2
COc1ccc2cc(C(=O)Nc3cccc(C(F)(F)F)c3)c(=Nc3ccc(C(=O)O)cc3)oc2c1	-119
O=C(CN1CCN(Cc2ccccc2Cl)C1=O)N1CCc2ccccc2C1	2
